Compound activity (PubChem BioAssay)
LYP inhibition: inhibitors of LYP phosphatase, biochemical, fluorescence intensity, uHTS (AID 1779) | Tyrosine-protein phosphatase non-receptor type 22 (Homo sapiens) | recombinant LYP phosphatase, fluorescence intensity; higher % means a stronger effect | inhibition, % at 11.5 µM; hits with a dose series show IC50 in µM | hit rate 0.054% among 290,000; in the data active means inhibition above about 50%;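 further: plate controls were vehicle with enzyme for no effect and no enzyme for full effect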
Myeloid diff 2: induction of myeloid progenitor differentiation, primary screen, cell-based, flow cytometry, MLPCN library | ER-HoxA9 myeloid progenitors, lysozyme-GFP differentiation | calls only at 10 µM | hit rate 1% among 360,000;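 active means normalized GFP-positive differentiation at or above the plate's own cutoff, the solvent-only control mean plus 3 SD; inconclusive means no clear call, values can overlap the other calls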;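 further: cells exposed to compound for four days before flow analysis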
Myeloid diff 2 GFP+ MAC1+ %: further read-out of Myeloid diff 2, marked with its call; GFP+ MAC1+ double positive, %; measured here: differentiation confirmed by MAC1 staining
Active calls of the source: *; i = inactive; ? = inconclusive; . = no result given; + = active, no number. These rows are one share of the data; count on the stated rates, not on these rows.

SMILES | LYP inhibition | Myeloid diff 2 | Myeloid diff 2 GFP+ MAC1+ %
O=C(c1ccc(-c2ccccc2)cc1)N1CCN(c2ccccc2F)CC1 | -2% | i | 0.4
Cc1cccc(/C=C/c2onc(C)c2S(=O)(=O)N2CCC(C(=O)NC(C)(C)C)CC2)c1 | -6% | i | 5.7
N#Cc1c(SCC(=O)Nc2cccc(F)c2)sc2c(O)cc(=O)[nH]c12 | -7% | i | 0.9
CC1Sc2ccc(S(=O)(=O)N3CCC(C(N)=O)CC3)cc2NC1=O (configuration not stated) | -9% | i | 3.0
COc1cc(C(=O)NCc2nnc(SCC(=O)c3ccc(Cl)cc3)o2)cc(OC)c1OC | -6% | i | 0.4
CCN1CCN(CCCNC(=O)c2ccc3c(=O)n(CCc4ccccc4)c(=O)[nH]c3c2)CC1 | -2% | i | 0.2
CC1(C)CC(NC(=O)C2CCN(S(=O)(=O)c3ccccc3C(F)(F)F)CC2)CC(C)(C)N1 | -6% | i | 0.4
COc1ccc(C(CNC(=O)CN2C(=O)NC3(CCCC3)C2=O)N(C)C)cc1 (configuration not stated) | -4% | i | 1.0
COc1ccc(/C=C/C(=O)NC(=S)NNC(=O)[C@H]2C[C@@H]2c2ccccc2)cc1OC | -7% | ? | .
COc1ccc(C)cc1NC(=O)CSc1nnc(-c2cc(C)[nH]n2)n1N | -6% | i | 3.4
COc1cc(OC)cc(C(=O)Nc2ccccc2C(=O)NCc2cccnc2)c1 | -11% | i | 2.5
Cn1c(CC(=O)Nc2ccccc2F)nnc1SCC(=O)NC1CCCCC1 | -8% | i | 0.5
O=C(NCc1ccco1)/C(=C/c1ccc(Cl)cc1)NC(=O)c1ccco1 | -8% | i | 0.2
Cc1cc(=O)oc2cc(OCC(=O)N3CCN(C(=O)C4COc5ccccc5O4)CC3)c(Cl)cc12 (configuration not stated) | 1% | i | 0.2
CCOc1ccc(CCNC(=O)c2cc(C)nc3ccccc23)cc1OCC | -7% | i | 2.5
Cc1ccc2c(c1)N(Cc1cccc(C#N)c1)C=NS2(=O)=O | -11% | i | 1.0
Cc1ccc(OCC(=O)Nc2cc(C(C)(C)C)on2)cc1C | -4% | i | 0.0
O=C(NCc1ccccc1Cl)c1nnc(CS(=O)(=O)c2ccccc2)o1 | -10% | i | 0.6
COc1ccc(C(=O)NC(=S)Nc2ccc(S(=O)(=O)Nc3cc(OC)nc(OC)n3)cc2)cc1 | 5% | + | 10*
Cc1c(C(=O)n2cnc3ccccc32)cccc1[N+](=O)[O-] | -4% | i | 0.5
O=C1CN(C(=O)COC(=O)c2cc(S(=O)(=O)N3CCOCC3)ccc2Cl)c2ccccc2N1 | -2% | i | 1.3
CN1CCSc2ccc(C(=O)NCc3ccccc3F)cc21 | -18% | i | 3.1
COC(=O)c1ccc(Cn2cnc3cnccc32)cc1 | -9% | i | 1.0
CCOC(=O)N1CCN(C(=O)COC(=O)CN(C)S(=O)(=O)c2ccc(NC(C)=O)cc2)CC1 | -12% | i | 1.5
Cc1cccc(NC(=O)CSc2nnc(NC(=O)C3CC3)s2)c1C | -2% | i | 0.9
(cont.)
SMILES | LYP inhibition | Myeloid diff 2 | Myeloid diff 2 GFP+ MAC1+ %
Cc1cccc(-n2c(CNC(=O)c3ccc(S(=O)(=O)N4CCCCC4)cc3)n[nH]c2=S)c1 | -8% | ? | .
C=CCNC(=O)c1c(O)c2cccc3c2n(c1=O)CCC3 | -12% | i | 0.2
Cc1ccc2c(c1)N(CC(=O)NC1CCCCC1)C(=O)c1cccnc1O2 | -11% | i | 3.2
COc1cc(NC(=O)CSc2nc(C3CC3)nc3ccccc23)cc(OC)c1 | -8% | i | 0.4
COc1ccc(N2CCN(C(=O)[C@@H](NC(=O)c3cc(OC)cc(OC)c3)C(C)C)CC2)cc1 | -1% | i | 0.2
COc1ccc(NC(=O)c2cc3cc(C)ccc3n2C)c(OC)c1 | -4% | i | 0.5
COc1cccc(N(CC(=O)NC2CCCCCC2)S(=O)(=O)c2ccccc2)c1 | -6% | i | 1.0
C[C@H](NC(=O)c1cc2c(cn1)[nH]c1ccccc12)C(=O)O | -6% | i | 0.6
NC(=O)c1cc(-c2cccnc2)nc2ccc(Br)cc12 | -5% | i | 0.9
CCc1ccc(NC(=O)c2cc(S(=O)(=O)N3CCCC3)c[nH]2)cc1 | -7% | i | 1.0
CCc1cccc(OCC(=O)Nc2cc(S(=O)(=O)N3CCOCC3)ccc2N2CCCC2)c1 | -4% | i | 1.0
COc1ccc2ccccc2c1/C=N/Nc1ccc(Cl)c(C(=O)O)c1 | -5% | i | 1.3
CCOc1ccc(NC(=O)CCNS(=O)(=O)c2ccc3c(c2)CC(C)N3C(C)=O)cc1 (configuration not stated) | -11% | i | 2.5
Cc1cc(C)cc(OC(=O)c2cccnc2)c1 | -5% | i | 0.7
CCCC(=O)Nc1cc2c3c(c1)C(C)C(=O)N3CCC2 (configuration not stated) | -11% | i | 0.6
Cc1cc(S(=O)(=O)N2CCOCC2)ccc1OCC(=O)Nc1ccc(Br)cc1F | -5% | i | 0.7
CC(C)(C)c1csc(NC(=O)CSC2=NCCS2)n1 | -2% | i | 5.7
O=C(NCCc1c[nH]c2ccccc12)c1ccco1 | 1% | i | 1.7
COc1cccc(N2CC(C(=O)Nc3nnc(SCC(=O)NCC4CCCO4)s3)CC2=O)c1 (configuration not stated) | -4% | i | 2.5
COc1ccc(CNC(=O)c2nccnc2CO)cc1 | -6% | i | 0.3
O=C1/C(=C\c2ccc(O)c(O)c2)SC(=S)N1Cc1ccccc1 | -1% | + | 22*
Cc1cc(=O)oc2c(C)c(OCC(=O)Nc3cccnc3)ccc12 | -4% | i | 0.0
Nc1c(-c2ccccc2)sc2ccc3ccccc3[n+]12 | -6% | i | 9.2
CCC(C)NC(=O)C1CC(=O)N(CCc2ccc(F)cc2)C1 (configuration not stated) | -12% | i | 0.5
O=c1[nH]c(CCl)nc2cc(-c3ccc(F)cc3)sc12 | 2% | i | 1.1

3 compounds from above, sorted by molar mass, descending.
SMILES | LYP inhibition | Myeloid diff 2 | Myeloid diff 2 GFP+ MAC1+ %
O=C1CN(C(=O)COC(=O)c2cc(S(=O)(=O)N3CCOCC3)ccc2Cl)c2ccccc2N1 | -2% | i | 1.3
O=C(c1ccc(-c2ccccc2)cc1)N1CCN(c2ccccc2F)CC1 | -2% | i | 0.4
CN1CCSc2ccc(C(=O)NCc3ccccc3F)cc21 | -18% | i | 3.1

The listing continues.
SMILES | LYP inhibition | Myeloid diff 2 | Myeloid diff 2 GFP+ MAC1+ %
COC(=O)CCC(=O)N1CCCC(CO)(Cc2ccccc2F)C1 (configuration not stated) | -7% | i | 0.5
CNc1c(NS(=O)(=O)c2cc(NC(C)=O)ccc2C)c(=O)oc2ccccc12 | -3% | i | 1.1
Cc1ccc(S(=O)(=O)NC(=O)NCC2CCN(S(=O)(=O)c3ccccc3)CC2)cc1 | -6% | i | 0.6
Cn1c(/C=C/c2cccc(Br)c2)nc2ccccc2c1=O | -2% | i | 0.7
COc1ccc(OC)c(NC(=O)CSc2nnc(NC(=O)c3ccco3)s2)c1 | -2% | i | 1.0
CCCCn1c(=N)c(S(=O)(=O)c2ccc(Br)cc2)cc2c(=O)n3cccc(C)c3nc21 | -14% | ? | .
Cn1cc(/C=C(\NC(=O)c2ccccc2)C(=O)NCCCN2CCOCC2)c2ccccc21 | -4% | i | 2.3
CCCc1nc2cc3c(cc2[nH]1)n(C)c(=O)n3C | -10% | i | 0.4
COc1ccc(CNC(=O)C(C)N(Cc2ccccc2OC)C(=O)c2snc(C(N)=O)c2N)cc1 (configuration not stated) | -6% | i | 0.1
CCc1nnc(NC(=O)CN2CC(C)OC(C)C2)s1 (configuration not stated) | -12% | i | 0.7
CCOC(=O)c1cccc(NC(=O)CCn2nc(C)c(S(=O)(=O)N3CCCCC3)c2C)c1 | -13% | i | 1.3
CC(C)c1ccc(/C=N/n2c(-c3ccccc3)n[nH]c2=S)cc1 | -1% | i | 0.4
OCC[C@@H]1C[C@@H](O)[C@H](O)[C@]2(CCc3ccccc3CO2)O1 | -10% | i | 1.3
COc1ccccc1NC(=O)c1ccc(S(=O)(=O)NCc2ccco2)cc1 | -6% | i | 0.0
COc1cccc(C(O)c2nccn2Cc2ccccc2)c1OC (configuration not stated) | -10% | i | 0.6
CCCCc1nnc(NC(=O)CSCc2cc(=O)n3cc(C)sc3n2)s1 | -11% | i | 1.6
c1ccc2nc3c(nc2c1)CCCC3 | -7% | i | 0.8
Fc1ccccc1OCCCCN1CCCCC1 | -7% | i | 0.5
COc1cc(CCC(=O)NCc2ccc(F)cc2)cc(OC)c1OC | -8% | i | 1.0
COc1ccc(OCC(O)CN2CCc3ccccc3C2)cc1 (configuration not stated) | 1% | i | 1.8
Nn1cnnc1N/N=C/c1ccccc1C(F)(F)F | -6% | i | 0.7
CCOC(=O)c1ccccc1NC(=O)COC(=O)CCNS(=O)(=O)c1ccccc1 | -6% | i | 0.3
CCc1cccc(NS(=O)(=O)c2csc(C(N)=O)c2)c1 | -4% | i | 0.5
CC(=O)c1cccc(N(C(=O)CNC(=O)c2ccco2)C(C(=O)NC2CCCC2)c2ccncc2)c1 (configuration not stated) | -10% | ? | .
OC(CNCc1ccc(Cl)cc1)COc1ccccc1 (configuration not stated) | -12% | i | 1.2
(listing goes on)
SMILES | LYP inhibition | Myeloid diff 2 | Myeloid diff 2 GFP+ MAC1+ %
CCOc1ccc(S(=O)(=O)Nc2c(C)n(C)n(-c3ccccc3)c2=O)cc1 | -5% | i | 0.6
Cc1ccc(S(=O)(=O)NCC(=O)N2CCN(c3ccc(F)cc3)CC2)cc1 | -6% | i | 4.4
CCCNC(=O)c1ccc(COc2cccc3ccccc23)o1 | -4% | i | 0.6
CCS(=O)(=O)N1CCC(C(=O)Oc2ccc(Br)cc2)CC1 | -5% | i | 1.2
COCCn1c(C)nnc1SCC(=O)NNC(=O)c1ccc(Cl)cc1 | -6% | i | 6.4
N#Cc1cc([N+](=O)[O-])ccc1NCC1CCCO1 (configuration not stated) | -4% | ? | .
CCCC[C@H](CN[C@@H](CNC)[C@H](C)CC)NCCC12CCC(CC1)C2 | -8% | ? | .
O=C(CSc1nnnn1-c1ccccc1)Nc1ccccc1 | -9% | i | 0.8
Cc1onc(-c2ccccc2)c1C(=O)N1CCN(c2ccc([N+](=O)[O-])cc2)CC1 | -3% | i | 0.2
COC(c1ccccc1)c1nnc(CCC(=O)NCCc2ccc(Cl)cc2)o1 (configuration not stated) | -4% | i | 0.3
CCCc1cc(C(=O)N2CCN(c3ccc(C(F)(F)F)cn3)CC2)sc1C | 4% | i | 0.9
Cc1ccccc1C(=O)N1CCC(C(=O)NC2CCCCC2)CC1 | -4% | i | 1.2
Cc1cc(C)n(C(=O)c2cc([N+](=O)[O-])cc([N+](=O)[O-])c2)n1 | -6% | i | 0.3
COc1ccc(CNC(=O)CN2C(=O)NC(C)(c3cccc(Br)c3)C2=O)cc1 (configuration not stated) | -9% | i | 1.0
Cc1c(C(=O)N(CCc2ccccc2)Cc2ccccc2)cccc1[N+](=O)[O-] | 1% | ? | .
COC(=O)c1ccc(CN2CCc3ccccc32)cc1 | -7% | i | 0.8
Nc1ccc[n+](CC(=O)c2ccccc2)c1 | -9% | i | 1.2
Cc1ccc(C)c(C(=O)Nc2ccncc2)c1 | -9% | i | 0.3
Cc1ccc(CNC(=O)CNC(=O)c2ccc(Br)o2)cc1 | -11% | ? | .
COC(=O)[C@H](CCSC)NC(=O)[C@@H](Cc1cnc[nH]1)NC(=O)OCc1ccccc1 | -3% | i | 0.1
O=C(Cn1cnc2sc3c(c2c1=O)CCCC3)NCC(=O)Nc1ccc(F)cc1F | -10% | i | 3.2
O=C(c1ccccc1NS(=O)(=O)c1ccccc1[N+](=O)[O-])N1CCCC1 | -4% | i | 1.0
O=C(Nc1ccc(N2CCN(C(=O)c3ccccc3)CC2)c(Cl)c1)c1ncn[nH]1 | -1% | i | 0.1
CCc1ccc(OCCn2ccnc2)cc1 | -8% | i | 0.9
COc1ccc(C(=O)OCC(=O)NC(C)CCc2ccccc2)cc1OC (configuration not stated) | -7% | i | 0.5
(further entries)
SMILES | LYP inhibition | Myeloid diff 2 | Myeloid diff 2 GFP+ MAC1+ %
CN(Cc1ccc(Br)cc1)CC(O)COc1cccc(Br)c1 (configuration not stated) | -12% | i | 2.9
COc1ccc(CNC(=O)[C@H](C)NC(=O)C2CCN(C(=O)[C@@H](N)CCSC)CC2)cc1 | -4% | i | 1.3
COc1ccc(Cc2nnc(NC(=O)CS(=O)(=O)c3ccc(C)cc3)s2)cc1OC | -10% | i | 0.4
COC(=O)c1ccc(/C=C/c2c(-c3ccc(OC)cc3)oc3ccccc23)cc1 | -5% | i | 1.2
CCN(CC)S(=O)(=O)c1cccc(C(=O)NNC(=O)C2=NN(c3ccccc3)C(=O)CC2)c1 | -5% | i | 1.0
NC(=O)CC(NC(=O)Cc1ccc(Cl)cc1)c1ccc(NCCN2CCOCC2)c([N+](=O)[O-])c1 (configuration not stated) | -11% | i | 0.4

By substructure: the entries above containing bromine.
SMILES | LYP inhibition | Myeloid diff 2 | Myeloid diff 2 GFP+ MAC1+ %
NC(=O)c1cc(-c2cccnc2)nc2ccc(Br)cc12 | -5% | i | 0.9
Cc1cc(S(=O)(=O)N2CCOCC2)ccc1OCC(=O)Nc1ccc(Br)cc1F | -5% | i | 0.7
Cn1c(/C=C/c2cccc(Br)c2)nc2ccccc2c1=O | -2% | i | 0.7
CCCCn1c(=N)c(S(=O)(=O)c2ccc(Br)cc2)cc2c(=O)n3cccc(C)c3nc21 | -14% | ? | .
CCS(=O)(=O)N1CCC(C(=O)Oc2ccc(Br)cc2)CC1 | -5% | i | 1.2
COc1ccc(CNC(=O)CN2C(=O)NC(C)(c3cccc(Br)c3)C2=O)cc1 (configuration not stated) | -9% | i | 1.0
Cc1ccc(CNC(=O)CNC(=O)c2ccc(Br)o2)cc1 | -11% | ? | .
CN(Cc1ccc(Br)cc1)CC(O)COc1cccc(Br)c1 (configuration not stated) | -12% | i | 2.9
